hERG rescue – compounds protecting human hERG from proarrhythmic drug block. CHO-hERG, FluxOR thallium flux, dofetilide IC70 present. Q12809. activation (rescue from dofetilide block), less the hit threshold, % at 10 µM. hit rate 0.51% among 310,000;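 active means activation above the mean of controls blocked by dofetilide plus 5 SD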;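 further: thallium influx through hERG after potassium depolarization seen as dye fluorescence rise; in these data hits start at about 4.7%; inactives centre near -7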
HDAC3 inh – inhibitors of human histone deacetylase 3; O15379; recombinant HDAC3, fluorogenic peptide/trypsin coupled, fluorescence; inhibition, % at 8.3 µM; hit rate 0.15% among 320,000; AID 2718; in the data active means inhibition above about 26%, passing the limit was not always enough
TRPC4 potent – allosteric potentiators of mouse TRPC4 channel | Q9QUQ5 | HEK293 TRPC4beta/mu-opioid, DAMGO EC20, Fluo-4 Ca2+ flux; active compounds read high | B-score at 10 µM | hit rate 0.42% among 310,000 | AID 2227;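 active means B-score of calcium response area above 5 SD of library B-scores, with initial fluorescence ratio within 5 SD of library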;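 further: B-score of integrated fluorescence ratio over time as area under calcium response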
TRPC4 agonist – activators of mouse TRPC4 channel. B-score at 10 µM. HEK293 TRPC4beta/mu-opioid, Fluo4 calcium fluorescence; active compounds read high. hit rate 0.49% among 310,000;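 active means B-score above 5 SD of library B-scores, and initial fluorescence ratio not above library mean plus 5 SD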;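 further: positive B-score marks a calcium rise read as TRPC4 activation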
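Incubation: 45 min room-temperature Fluo4 loading, 110 s read / System: HEK293 cells stably co-expressing mouse TRPC4beta and mu-opioid receptor / Signal: Fluo4 fluorescence, kinetic / Control set: buffer (low) and maximal DAMGO (high) / Measure: integrated baseline-normalised fluorescence ratio, converted to per-well B score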
KCNK3 block – human KCNK3 channel inhibition, primary screen | CHO-KCNK3 thallium flux, FluxOR fluorescence; active compounds read low | B-score at 10 µM | hit rate 0.84% among 340,000 | AID 602410 | O14649;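 active means B-score under library mean minus 4 SD, starting fluorescence ratio at most library mean plus 5 SD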;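 further: more negative B-score means stronger inhibition of thallium flux through KCNK3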
Target sequence (O14649 whole entry, looked up): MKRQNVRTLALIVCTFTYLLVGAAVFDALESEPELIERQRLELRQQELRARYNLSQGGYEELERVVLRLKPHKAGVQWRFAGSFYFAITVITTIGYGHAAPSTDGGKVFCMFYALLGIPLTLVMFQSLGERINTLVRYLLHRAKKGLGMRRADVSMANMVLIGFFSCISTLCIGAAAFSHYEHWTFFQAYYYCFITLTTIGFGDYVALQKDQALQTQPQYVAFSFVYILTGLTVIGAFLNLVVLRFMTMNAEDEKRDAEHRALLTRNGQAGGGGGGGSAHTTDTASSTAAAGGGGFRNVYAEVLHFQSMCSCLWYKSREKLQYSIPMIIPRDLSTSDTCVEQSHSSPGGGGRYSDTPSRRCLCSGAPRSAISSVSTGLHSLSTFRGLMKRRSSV
Dyrk1A ADPGlo – Dyrk1A (rat) kinase inhibition; ADP-Glo luminescence, NFATc1 peptide; Q63470; inhibition, % at 12.5 µM; hit rate 0.43% among 310,000; in the data active means inhibition above about 50%;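 further: plate controls were vehicle with enzyme for no effect and no enzyme for full effect; many of its hits are not listed in these tables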
ANO1 block – inhibitors of mouse TMEM16A calcium-activated chloride channel; Q8BHY3; HEK293 TMEM16A/YFP iodide influx fluorescence, ionomycin; normalized B-score (activity score, 25-100; higher = stronger inhibition) at 10 µM; hit rate 1.2% among 310,000;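 active means ratio plate-corrected score three or more library SD toward inhibition, starting fluorescence score within five deviations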;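 further: score derived from kinetic fluorescence span divided by baseline fluorescence per well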
KCNQ1 block – blocks the human KCNQ1 potassium channel; CHO-K1 KCNQ1, FluxOR thallium flux fluorescence; active compounds read high; B-score at 10 µM; hit rate 1.3% among 310,000; AID 2642;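 active means compounds whose thallium flux B-score, printed positive for inhibition, exceeds three library SD while starting fluorescence stays within three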;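 further: channel opened by potassium depolarization with thallium stimulus after 20 min compound exposure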
TMEM16A act – activators or potentiators of mouse TMEM16A chloride channel | hit rate 0.3% among 340,000 | AID 623877 | B-score at 10 µM | Q8BHY3 | HEK293 TMEM16A/YFP-H148Q/I152L, iodide quench fluorescence; active compounds read low;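 active means fluorescence-ratio B-score plate-corrected deviation score at least 3 library SD below zero, with starting fluorescence score within 5 deviations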;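 further: channel opened by trigger with iodide after compound preincubation; score built on the fluorescence ratio of max minus min over baseline; more negative score means more quench and so TMEM16A activation or potentiation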
KCNK9 block – human KCNK9 channel inhibition. B-score at 10 µM. AID 488922. HEK293 KCNK9, FluxOR thallium flux fluorescence; active compounds read low. hit rate 1.2% among 310,000;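 active means ratio B-score over 3 SD below the library mean, with starting fluorescence within 5 SD of its mean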;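 further: negative B-score means less thallium flux so channel inhibition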
Target sequence (Q9NPC2 whole entry, looked up): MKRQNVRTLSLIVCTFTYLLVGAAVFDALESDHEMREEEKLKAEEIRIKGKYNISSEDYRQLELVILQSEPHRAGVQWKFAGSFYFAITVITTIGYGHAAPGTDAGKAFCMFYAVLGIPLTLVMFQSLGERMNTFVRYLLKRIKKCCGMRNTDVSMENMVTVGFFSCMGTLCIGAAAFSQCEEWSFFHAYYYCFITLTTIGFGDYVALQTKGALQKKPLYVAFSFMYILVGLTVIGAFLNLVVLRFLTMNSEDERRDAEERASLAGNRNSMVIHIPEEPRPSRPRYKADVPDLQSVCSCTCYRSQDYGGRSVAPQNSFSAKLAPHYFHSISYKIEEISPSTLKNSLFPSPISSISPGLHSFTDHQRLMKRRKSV
KCNQ1 act – potentiators or activators of human KCNQ1 potassium channel; hit rate 0.35% among 310,000; P51787; AID 2648; B-score at 10 µM; CHO-K1 KCNQ1, thallium flux FluxOR fluorescence; active compounds read high;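 active means fluorescence ratio B-score, a plate-corrected score, at least three library SD, with initial intensity B-score within 5 SD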
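assay system = CHO-K1 cells stably expressing KCNQ1 | medium = assay buffer, equal DMSO in all wells | timing = 37 °C overnight plating, 90-min dark dye load, 20-min compound pretreatment | measured by = kinetic FluxOR thallium fluorescence, 10-s 1-Hz baseline, 110-s post-stimulus read | measure = fluorescence change relative to baseline, converted to B score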
Numbers without * were called inactive; i = inactive; nt = no result given.

SMILES | hERG rescue | HDAC3 inh | TRPC4 potent | TRPC4 agonist | KCNK3 block | Dyrk1A ADPGlo | ANO1 block | KCNQ1 block | TMEM16A act | KCNK9 block | KCNQ1 act
CNC(=O)N(O)C1N(/N=C/c2cccs2)C(=S)SC1(C)C (configuration not stated) | -6.4 | 9.9 | i | i | i | -1.9 | i | i | i | i | i
CCC(C)[C@H](NC(=O)NCc1ccco1)C(=O)OC (some centres not stated) | -8.4 | 1.7 | i | i | i | -3.9 | i | i | i | i | i
C[C@H](N)C(=O)N1CCC(C(=O)N[C@@H](Cc2ccccc2)C(=O)Nc2ccc(F)cc2)CC1 | -3.2 | 3.1 | i | i | i | 11.9 | i | i | i | i | i
COc1ccc(N(C(=O)Cn2nnc(-c3ccc(C)o3)n2)C(C(=O)NC2CCCC2)c2ccncc2)cc1 (configuration not stated) | -7.1 | -2.8 | i | i | i | 4.5 | i | i | i | i | i
Cc1ccc(NC(=O)COC(=O)c2ccccc2Nc2ccccc2)cc1 | -7.7 | 5.2 | i | i | i | -1.8 | i | i | i | i | i
O=C(CN(CC1CCCO1)C(=O)CNS(=O)(=O)c1ccc(Cl)cc1)NCc1ccccc1 (configuration not stated) | -2.3 | 2.4 | i | i | i | 5.6 | i | i | i | i | i
Cn1cccc1Cc1nnc(SCC(=O)Nc2ccc3c(c2)OCO3)n1-c1ccc(F)cc1 | -6.5 | -0.4 | i | i | i | 4.6 | i | i | i | i | i
COc1ccc(N(CC(=O)N2CCCCC2)S(=O)(=O)c2ccccc2)c(OC)c1 | -3.9 | 3.5 | i | i | i | -3.0 | i | i | i | i | i
Cc1ccc(-n2nnnc2SCC(=O)NNC(=O)c2ccc([N+](=O)[O-])cc2)cc1 | -3.1 | 1.8 | i | i | i | -4.9 | i | i | i | i | i
O=S(=O)(c1ccc(Cl)cc1)N1CCC2(CC1)OCCO2 | -9.8 | -1.4 | i | i | i | -6.9 | i | i | i | i | i
O=C(NC(Cc1ccccc1)C(=O)NC1CC1)OCc1ccccc1 (configuration not stated) | -9.7 | -0.6 | i | i | i | 16.5 | i | i | i | i | i
COCCNc1oc(-c2ccco2)nc1S(=O)(=O)c1ccccc1 | -10.4 | 3.3 | i | i | i | 0.3 | i | i | i | i | i
Clc1ccc(OCCN2CCCCC2)c(Cl)c1 | -2.2 | -0.1 | i | i | i | -1.1 | i | i | i | i | i
CN(Cc1ccc(OCC(O)CN2CCCCC2)cc1)Cc1ccnc2ccccc12 (configuration not stated) | -11.6 | nt | i | i | i | -1.9 | nt | i | i | i | i
CN(C)Cc1c(O)c(Cl)cc2c3c(c(=O)oc12)CCCC3 | -3.7 | -345.9 | i | i | i | 14.2 | i | i | i | i | i
CC(C)N(Cc1nc(-c2ccccc2)no1)C(=O)COc1ccccc1 | -13.4 | 1.0 | i | i | i | 0.3 | i | i | i | i | i
Cc1cccc(NC(=O)CN2NS(=O)(=O)c3ccccc3C2=O)c1 | -10.3 | 0.9 | i | i | i | 1.7 | i | i | i | i | i
O=C(CCSCc1ccccc1F)NCc1ccc(F)cc1 | -5.5 | -3.2 | i | i | i | -0.4 | i | i | i | i | i
Cn1c(=NC(=O)c2cccc([N+](=O)[O-])c2)sc2ccccc21 | -18.9 | -3.6 | i | i | i | 6.1 | i | i | i | i | i
CCCN1C(=O)/C(=C/c2ccc(C)s2)NC1=S | 31.6* | -3.7 | i | i | i | -5.6 | i | i | i | i | 32*
CC(C)c1ccc(-c2nc(N3CCOCC3)[nH]c(=O)c2C#N)cc1 | -1.5 | -1.2 | i | i | i | 0.1 | i | i | i | i | i
COC(=O)c1cc(CNC(=O)c2cccc(Cl)c2)ccc1OC | -4.2 | -2.2 | i | i | i | 1.5 | i | i | i | i | i
CCC1C(=NO)C(CC)C(c2ccccc2)NC1c1ccccc1 (configuration not stated) | -11.1 | 19.2 | i | i | i | nt | i | i | i | i | i
COc1cc2c(cc1OC)CC(=O)NC=C2 | 0.8 | nt | i | i | i | nt | i | i | i | i | i
CCOc1ccc(NC(=O)CC2C(=O)N(c3ccc(OC)c(Cl)c3)C(=S)N2C2CC2)cc1 (configuration not stated) | -5.1 | -2.9 | i | i | i | -0.1 | i | i | i | i | i
O=C(CCN1CCN(Cc2ccccc2)CC1)Nc1ccccc1Cl | -5.3 | 11.7 | i | i | i | 0.7 | i | i | i | i | i
COc1ccc(CNC(=O)C2CCCN(S(=O)(=O)c3ccc(F)cc3)C2)cc1 (configuration not stated) | -7.8 | -5.6 | i | i | i | -1.5 | i | i | i | i | i
O=[n+]1c2c(n([O-])c3cc(Cl)ccc31)CCCC2 | -7.3 | -6.1 | i | i | i | 0.5 | i | i | i | i | i
C=CCN(CC=C)CCOc1ccccc1F | -5.8 | -4.1 | i | i | i | 1.0 | i | i | i | i | i
Cc1ccc(CNCc2cccnc2)cc1 | -6.2 | 1.7 | i | i | i | 0.1 | i | i | i | i | i
COc1ccccc1/C=N/NC(=O)c1cccc(NC(=O)c2ccccc2C)c1 | -12.6 | 3.3 | i | i | i | 5.7 | i | i | i | i | i
CCOc1ccc(CCNC(=O)c2c(C)nn(-c3ccccc3)c2Cl)cc1OCC | -17.8 | -0.1 | i | i | i | -11.7 | i | i | i | i | i
CCOC(=O)CN1C(=O)S/C(=C/c2ccc(OCc3ccc(C(=O)O)cc3)cc2)C1=O | -5.9 | -0.8 | i | i | i | -4.4 | i | i | i | i | i
CCc1ccc2nc(NC(=O)c3ccc4c(=O)[nH]c(CN5CCOCC5)nc4c3)sc2c1 | 0.9 | -0.4 | i | i | nt | nt | i | i | nt | i | i
COc1ccc(-c2nc(CCNC(=O)c3ccco3)cs2)cc1OC | -21.1 | -10.6 | i | i | i | 15.6 | i | i | i | i | i
COCCNC(=O)/C(C#N)=C/c1cn(CC(=O)NCc2ccco2)c2ccccc12 | -8.2 | 2.6 | i | i | i | -2.6 | i | i | i | i | i
Cc1ccc(S(=O)(=O)Cn2nnnc2C(c2ccc(F)cc2)N2CCCCC2)cc1 (configuration not stated) | -4.0 | -1.0 | i | i | i | -2.9 | i | i | i | i | i
O=C(NCC1(O)CCCCC1)C1CCC(=O)N(CCc2ccccc2)C1 (configuration not stated) | -1.8 | 2.0 | i | i | i | 0.2 | i | i | i | i | i
Oc1ccc(C(=S)N2CCCCCC2)cc1 | -3.7 | -2.8 | i | i | i | 0.0 | i | i | i | i | i
CCOC(=O)c1csc(N/N=C2\CCCc3ccccc32)n1 | -4.7 | 0.7 | i | i | i | 2.6 | i | i | i | i | i

Full records as entered above. Values in the order: hERG rescue	HDAC3 inh	TRPC4 potent	TRPC4 agonist	KCNK3 block	Dyrk1A ADPGlo	ANO1 block	KCNQ1 block	TMEM16A act	KCNK9 block	KCNQ1 act
`COC(=O)c1cc(CNC(=O)c2cccc(Cl)c2)ccc1OC` is listed with -4.2	-2.2	i	i	i	1.5	i	i	i	i	i
`O=C(NCC1(O)CCCCC1)C1CCC(=O)N(CCc2ccccc2)C1` (configuration not stated) is listed with -1.8	2.0	i	i	i	0.2	i	i	i	i	i
`O=[n+]1c2c(n([O-])c3cc(Cl)ccc31)CCCC2` is listed with -7.3	-6.1	i	i	i	0.5	i	i	i	i	i

Continued:
SMILES | hERG rescue | HDAC3 inh | TRPC4 potent | TRPC4 agonist | KCNK3 block | Dyrk1A ADPGlo | ANO1 block | KCNQ1 block | TMEM16A act | KCNK9 block | KCNQ1 act
COc1ccc(Cl)cc1CN1CCOCC1 | -5.0 | 4.1 | i | i | i | 2.1 | i | i | i | i | i
Oc1ccc(Cl)cc1CNCc1ccc(F)cc1 | nt | -0.7 | nt | nt | i | -6.9 | i | nt | i | nt | nt
CC(C)(C)CC(=O)Nc1ccc(S(=O)(=O)N2CCCC2)cc1 | -22.3 | 0.4 | i | i | i | 0.0 | i | i | i | i | i
COc1cccc(C(=O)Nc2ccccc2F)c1 | -7.7 | 3.9 | i | i | i | 1.5 | i | i | i | i | i
CCS(=O)(=O)Nc1c(C(=O)O)[nH]c2ccccc12 | -15.3 | -35.7 | i | i | i | 10.0 | i | i | i | i | i
O=C(NC1CC(=O)N(c2ccc3c(c2)OCCO3)C1)N1CCCCC1 (configuration not stated) | -11.4 | -6.1 | i | i | i | -2.3 | i | i | i | i | i
O=C(OCC#CCSc1nnc(-c2ccc(Br)cc2)o1)c1ccco1 | -11.8 | 4.8 | i | i | i | -8.1 | i | i | i | i | i
CN(C)S(=O)(=O)c1ccc(C(=O)OCC2CC2(Cl)Cl)cc1 (configuration not stated) | -2.8 | -0.5 | i | i | i | 4.3 | i | i | i | i | i
O=C(CCNC(=O)C1CCN(S(=O)(=O)c2ccccc2)CC1)NCCc1ccc(Cl)cc1 | -11.5 | 9.8 | i | i | i | 0.2 | i | i | i | i | i
O=C(COC(=O)c1cc(=O)[nH]c(=O)[nH]1)Nc1cccc(S(=O)(=O)N2CCCCC2)c1 | -3.9 | 2.2 | i | i | i | 5.1 | i | i | i | i | i
CCOC(=O)c1ccccc1NC(=O)CC(C)CC(=O)O (configuration not stated) | -6.9 | -7.9 | i | i | i | -6.9 | i | i | i | i | i
Cc1cc(C)c2nc(N3CCC(C(=O)NCc4ccccn4)CC3)sc2c1 | -5.2 | -6.2 | i | i | i | -1.3 | i | i | i | i | i
CCN1C(=O)C(O)(CC(=O)c2cccc(-n3cccc3)c2)c2ccccc21 (configuration not stated) | -7.2 | -4.2 | i | i | i | -5.2 | i | i | i | i | i
COC(=O)C1=C(N)Oc2cc(C)[nH]c(=O)c2C1c1ccncc1 (configuration not stated) | -3.1 | 18.4 | i | i | i | -7.4 | i | i | nt | i | i
COc1cccc(-n2c(=O)c3ccccc3n3c(=S)[nH]nc23)c1 | -3.0 | 16.4 | i | i | i | 37.2 | i | i | i | i | i
C#CCOCCOCCOCCNc1nc(N2CCN(C(=O)[C@H]([C@@H](C)CC)n3cc(CCCCN)nn3)CC2)nc(N2CCN(C(=O)[C@H](C)n3cc(CCCN=C(N)N)nn3)CC2)n1 | nt | 4.2 | nt | nt | i | 2.9 | i | nt | i | nt | nt
CCCCOC(=O)N1CCOCCOCCN(C(=O)OCCCC)CCOCCOCC1 | -5.8 | 0.4 | i | i | i | -0.1 | i | i | i | i | i
CO/N=C/c1ccc(Sc2ccccc2N)c([N+](=O)[O-])c1 | -7.6 | 3.9 | i | i | i | -1.4 | i | i | i | i | i
O=[N+]([O-])c1cccc(-c2nnc(C34CC5CC(CC(C5)C3)C4)o2)c1 | -5.5 | 0.3 | i | i | i | -3.0 | i | i | i | i | i

This is a subset; the hit share may differ from the screen's.
